FLuc modulator – firefly luciferase modulation, counter-screen for miR-21 project; P08659; purified FLuc, Km substrates, luminescence inhibition; Potency, µM (highest dose often 57.5 µM), for the others: top-dose activity change, negative = inhibition, hits mostly inhibitors; hit rate 6.9% among 360,000; AID 588342;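 further: potency means the concentration at half of the fitted maximal effect; plate controls were vehicle for no effect and reference inhibitor for full effect; nearly all actives have a fitted effect of over 55% in size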
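Purified P. pyralis luciferase, 10 nM final, with Km-level 10 uM D-luciferin and 10 uM ATP in 50 mM Tris acetate pH 7.5, 10 mM Mg acetate, 0.01% Tween-20, 0.05% BSA; 6-point qHTS titration about 60 µM downward; luminescence read.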
RORgamma inh – blocks mouse ROR gamma transcriptional activity. Potency, µM (doses to about 53.6 µM), for inactives: at the top dose activity change, negative = inhibition, usual class: inhibitors. Drosophila S2 Gal4-RORgamma UAS-luciferase reporter, 20 h. P51450. hit rate 5.4% among 310,000. AID 2551; further: potency means the concentration at half of the fitted maximal effect; on the % scale 0 is the no-effect control and ±100 the full control effect; nearly all actives have a fitted effect of over 60% in size
Target sequence (P51450 whole entry, looked up, the tested form may be a part): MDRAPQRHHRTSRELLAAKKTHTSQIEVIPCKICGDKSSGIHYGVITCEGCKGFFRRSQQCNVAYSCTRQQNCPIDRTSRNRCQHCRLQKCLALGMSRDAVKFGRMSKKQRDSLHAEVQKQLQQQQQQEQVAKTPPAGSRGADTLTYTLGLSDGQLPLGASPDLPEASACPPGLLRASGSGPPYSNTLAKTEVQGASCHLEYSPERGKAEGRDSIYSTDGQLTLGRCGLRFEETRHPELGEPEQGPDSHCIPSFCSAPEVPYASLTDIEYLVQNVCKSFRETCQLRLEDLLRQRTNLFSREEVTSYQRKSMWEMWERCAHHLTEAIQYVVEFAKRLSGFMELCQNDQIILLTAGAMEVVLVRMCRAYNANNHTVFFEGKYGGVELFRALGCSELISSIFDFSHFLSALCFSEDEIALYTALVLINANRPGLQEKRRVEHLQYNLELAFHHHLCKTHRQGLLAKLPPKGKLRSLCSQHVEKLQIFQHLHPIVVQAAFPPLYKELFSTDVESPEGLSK
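In this cell-based reporter format, copper sulfate (700 uM final) drives Gal4–ROR gamma fusion expression from a metallothionein promoter in Drosophila Schneider cells; compounds preincubated 1 hr, reporter read after 20 hr at ambient temperature.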
NPC1 promoter act – NPC1 promoter activation. Huh7 NPC1 promoter luciferase reporter, 24 h. Potency, µM (series often up to 9.22 µM), for inactives: at the highest dose activation, usual class: activators. hit rate 2.4% among 320,000. AID 485313;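 further: potency means the concentration at half of the fitted maximal effect; % of control where 0% means no effect; nearly all actives have a fitted effect of over 60% in size; reporter is driven by a mutant NPC1 promoter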
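Huh7 reporter cells (NPC1 promoter driving luciferase) are dosed with compound for 24 h at 37 °C, 5% CO2; luciferase detection reagent is then added and luminescence measured after 10 min at ambient temperature.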
BRCA1 expr up – increases BRCA1 expression; MCF7-BRCA1-FFLuc reporter, luminescence, 48 h; response scale: scaled: vehicle 0%, 10 µM genistein 100%; Potency, µM (highest dose often 46.1 µM), inactives show top-dose activation, actives largely listed as activators; hit rate 1.1% among 380,000; further: potency means the concentration at half of the fitted maximal effect; nearly all actives have a fitted effect of over 80% in size; some results filed as inactive show a strong effect at the top dose
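MCF7-BRCA1-FFLuc cells, 2000/well in phenol-red-free MEM, attached 2 h then treated 48 h at 37 C. Luciferase luminescence read 15 min after reagent; normalized to genistein maximum activation (10microM) and DMSO, concentration-response fitted.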
Menin-MLL TR inh – displaces Texas Red mutant MLL peptide from human menin | O00255 | Menin + Texas Red MLL mutant peptide, fluorescence polarization | Potency, µM (series often up to 61.6 µM), for the others: at the highest dose FP activity change, negative = inhibition, hits mostly inhibitors | hit rate 0.23% among 270,000; active means well fitted inhibition curve with a large enough effect in the polarisation, with a control signal flat, not every such curve was filed as active; inconclusive means small, poorly fitted or top-dose-only effect, or effect the other way, or a change in a side signal; inactive means no such curve, though single readings can be large or run the other way; the % refers to the polarisation; further: potency means the concentration at half of the fitted maximal effect; % of control where 0% means no effect; many of its hits are not listed in these tables
Giardia killer – Giardia lamblia killing. activity change, % at 7.66 µM, hits read low. hit rate 0.15% among 340,000. Giardia lamblia trophozoite viability; in the data active means activity change below about -80%; inconclusive means between about -30% and that limit;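 further: parasites exposed to compound for two days anaerobically before the ATP read; on the % scale 0 is the no-effect control and ±100 the full control effect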
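Anaerobic 48 hrs incubation at 37 deg C of 100 trophozoites/well with test compounds; ATPLite 1-Step luminescence, 15-30 min RT, reports cellular ATP as viability.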
Rab9 promoter act – activators of Rab9 promoter; Huh7 Rab9 promoter-luciferase reporter, luminescence, 24 h; Potency, µM (titrated, usually from 9.22 µM), without a hit: at the highest dose activation, negative = inhibition, actives largely listed as activators; hit rate 2.8% among 320,000; further: potency means the concentration at half of the fitted maximal effect; % of control where 0% means no effect; nearly all actives have a fitted effect of over 60% in size
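Quantitative HTS format; Huh7 Rab9-luciferase reporter cells (1500/well) receive compound 2 h post-plating, incubate 24 h at 37 °C, then get luciferase reagent for 10 min before luminescence reading.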
VP16 counter – counter-screen for ROR gamma inhibitors: Gal4-VP16 reporter. Drosophila S2 Gal4-VP16 UAS-luciferase, luminescence, 20 h. Potency, µM (series often up to 53.6 µM), for the others: at the highest dose activity, negative = inhibition, most hits filed as inhibitors. hit rate 3.5% among 310,000;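 further: Gal4-VP16 expression switched on by copper sulfate through the metallothionein promoter; potency means the concentration at half of the fitted maximal effect; on the % scale 0 is the no-effect control and ±100 the full control effect; nearly all actives have a fitted effect of over 50% in size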
ELG1 genotox – induces genotoxicity in HEK293T cells with luciferase-tagged ELG1. AID 504466. HEK293T ELG1-luciferase reporter, luminescence, 16 h. hit rate 1.3% among 330,000. Potency, µM (series often up to 46 µM), inactives show at the highest dose activity change, positive = activation, hits mostly activators; further: potency means the concentration at half of the fitted maximal effect; % of control where 0% means no effect; nearly all actives have a fitted effect of over 60% in size
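Quantitative HTS format in 1536-well plates. HEK293T ELG1-luciferase reporter cells receive test compound and are incubated 16 hr at 37 °C, 5% CO2; ONE-Glo added, 30 min room temperature, then luminescence read.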
PKM2 activator – PKM2 (human) enzyme activation | purified PKM2, Kinase-Glo ATP luminescence, activation; response scale: 0% is enzyme alone, no compound | Potency, µM (top dose mostly 57.5 µM), inactives show at the top dose activation, usual class: activators | hit rate 0.34% among 260,000 | AID 1631; further: potency means the concentration at half of the fitted maximal effect; on the % scale 0 is the no-effect control and ±100 the full control effect; nearly all actives have a fitted effect of over 55% in size
Target sequence (P14618 whole entry, looked up): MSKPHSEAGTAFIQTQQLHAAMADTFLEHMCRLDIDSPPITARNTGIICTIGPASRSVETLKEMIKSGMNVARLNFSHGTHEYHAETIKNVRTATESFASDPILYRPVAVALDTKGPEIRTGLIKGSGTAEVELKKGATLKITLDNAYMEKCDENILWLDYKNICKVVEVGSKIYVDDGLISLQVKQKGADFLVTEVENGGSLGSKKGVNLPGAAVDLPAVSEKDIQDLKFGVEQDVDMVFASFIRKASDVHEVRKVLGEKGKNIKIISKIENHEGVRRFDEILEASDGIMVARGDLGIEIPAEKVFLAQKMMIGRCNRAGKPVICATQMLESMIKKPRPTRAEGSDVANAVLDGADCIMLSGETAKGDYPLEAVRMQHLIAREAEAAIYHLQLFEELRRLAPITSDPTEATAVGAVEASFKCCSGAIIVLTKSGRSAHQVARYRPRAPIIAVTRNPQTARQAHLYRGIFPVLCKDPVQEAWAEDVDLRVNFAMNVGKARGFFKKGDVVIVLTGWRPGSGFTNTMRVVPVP
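Kinase-Glo luminescence reports ATP generated from ADP (0.1 mM) and PEP (0.5 mM) by purified hPK-M2 after 1 h at room temperature, pH 7.2 imidazole buffer; intermediate enzyme activity allows detecting inhibitors and activators.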
p53 reactivation – re-activators of mutant p53 | H1299 p53-A138V BP100-luciferase reporter, luminescence, 24 h | Potency, µM (top dose mostly 92.2 µM), inactives show at the top dose activity change, positive = activation, usual class: activators | hit rate 0.063% among 320,000 | AID 504706; further: potency means the concentration at half of the fitted maximal effect; % of control where 0% means no effect; nearly all actives have a fitted effect of over 45% in size
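p53-null H1299 cells stably carrying temperature-sensitive p53-A138V and a BP100-luciferase reporter were pinned with compounds (4-point, 1:5 series) and held 24 hrs at 37 deg C. Luminescence was read 10 min after detection reagent.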
* = called active by the depositor; ? = inconclusive; nt = no result given; [ ] = another dose, or the depositor's remark. Unless noted, the call rests on the fitted dose curve; in most records, active means well fitted curve in the direction sought with a large enough effect; inconclusive means small, poorly fitted or top-dose-only effect, or another doubt; inactive means no such curve, though single readings can be large; an effect the other way counts as inactive or inconclusive. The list is partial (hit frequency here may not be typical).

mol,FLuc modulator,RORgamma inh,NPC1 promoter act,BRCA1 expr up,Menin-MLL TR inh,Giardia killer,Rab9 promoter act,VP16 counter,ELG1 genotox,PKM2 activator,p53 reactivation
COC(=O)c1[nH]c(C)c(/C(O)=C2\C(=O)C(=O)N(CCN(C)C)C2c2cccs2)c1C (configuration not stated),-2%,30%,1%,17%,22%,3,6%,-3%,1%,0%,5%
CCc1c(C)nc(N)n2c(SCC(=O)N3CCCC(C)C3)nnc12 (configuration not stated),6%,-8%,-1%,-15%,3%,5,4%,-2%,-1%,0%,-1%
COc1ccc(C2C(C(=O)N3CCCCC3)c3ccccc3C(=O)N2C)cc1 (configuration not stated),-1%,-4%,-2%,-63%,-10%,-16,-5%,-3%,0%,-5%,-8%
Cc1ccc(Nc2cc(C)nn2-c2nc(C)cc(=O)[nH]2)cc1,-10%,0.18µM*,-28%,-79%,-21%,-19,-36%[inhibitor],0.63µM*,?,-7%,-13%
CCOC(=O)CNC(=O)CSc1nc(Cc2cccs2)nc2ccccc12,2%,-7%,0%,-3%,nt,-19,-6%,-1%,-1%,19%,2%
Cc1noc(C)c1S(=O)(=O)Nc1ccc(C(=O)O)cc1,0%,10%,-2%,-21%,-11%,10,-2%,-16%,-4%,0%,-9%
CCOC(=O)Cn1c(=O)cc(C)c2cccc(C)c21,?,15%,-5%,-13%,?,-5,-10%,-1%[10 µM],-3%,-2%,1%
COc1cc(/C=N/NC(=O)C(N)=O)cc(OC)c1O,2%,-10%,-2%,26%,4%,1,-2%,1%,-1%,-7%,-2%

More structures follow:
mol,FLuc modulator,RORgamma inh,NPC1 promoter act,BRCA1 expr up,Menin-MLL TR inh,Giardia killer,Rab9 promoter act,VP16 counter,ELG1 genotox,PKM2 activator,p53 reactivation
Cn1ccc(NC(=O)c2ccc(Cl)cc2Cl)n1,11µM*,nt,4µM*,83%,nt,0,2.5µM*,nt,?,nt,?
O=C(CSc1nnc(-c2ccco2)n1-c1ccccc1)N1CCN(C(=O)c2ccco2)CC1,-2%,-20%,-5%,8%,-9%,-8,-29%,-7%,-7%,-1%,6%
O=C(CSc1ccc2ccccc2n1)NCCC1=CCCCC1,-7%,-22%,0%,-22%,-5%,4,-3%,-9%,-1%,-1%,-6%
CN1C(=O)c2oc3ccccc3c(=O)c2C1c1ccncc1 (configuration not stated),2%,?,-3%,13%,-6%,4,2%,?,1%,5%,1%
O=C(c1cc(S(=O)(=O)N2CCCCC2)ccc1N1CCOCC1)N1CCN(Cc2ccccc2)CC1,-2%,12%,-5%,3%,-4%,-6,-1%,-3%,-4%,4%,2%
COc1cccc(C(c2ccccc2)N2C3CCC2CN(S(=O)(=O)c2ccc(F)cc2)CC3)c1 (configuration not stated),9%,nt,0%,-40%,nt,1,-6%,nt,-1%,nt,2%
Cn1cccc1/C=C1\SC(=Nc2ccccc2)NC1=O,9.5µM*,-13%,-18%,-8%,nt,-2,22%,2%,23µM*,-3%,?
CC(C)CC(N)c1cn([C@@H](CCC(=O)O)C(=O)N2CCNCC2)nn1 (some centres not stated),2%,-9%,0%,7%,10%,4,7%,-6%,0%,-1%,-4%

Next results:
mol,FLuc modulator,RORgamma inh,NPC1 promoter act,BRCA1 expr up,Menin-MLL TR inh,Giardia killer,Rab9 promoter act,VP16 counter,ELG1 genotox,PKM2 activator,p53 reactivation
CCN(CC)C(=O)c1ccc(-c2nnc(Nc3ccc(C(=O)NC)cc3)c3ccccc23)cc1,0%,-5%,-2%,-11%,-17%,-5,-2%,-2%,-6%,-1%,nt
C=C(C)CNC(=O)c1ccc(OC2CCN(S(=O)(=O)N(C)C)CC2)cc1,-20%,?,2%,0%,-17%,4,-2%,-8%,0%,6%,8%
O=C(Nc1cccs1)Nc1c(F)cc(F)cc1Br,-6%,-24%[10 µM],-4%,-1%,1%,-3,-6%,-18%,1%,-8%,0%
COC(=O)c1[nH]c2ccc(C)cc2c1NC(=O)C1=COCCO1,?,6%,0%,-19%,0%,9,0%,-2%,1%,-5%,1%
Cc1ccc(NC(=O)COC(=O)CSC(=S)N2CCOCC2)cc1C,-13%,29%,0%,-11%,12%,-3,1%,4%,-1%,2%,3%
O=C(CCC(=O)N1CCOCC1)NCc1cccc(C(F)(F)F)c1,1%,nt,-1%,-3%,nt,7,1%,nt,0%,nt,-7%
COC(=O)c1ccn(Cc2ccccc2Cl)n1,?,-16%,?,13µM*,?,12,?,-20%,?,0%,17%
CCN1C(=O)c2ccccc2Sc2ccc(C(=O)NCCN3CCOCC3)cc21,6%,0%,-2%,4%,2%,-12,-5%,-10%,1%,1%,1%

The list continues.
mol,FLuc modulator,RORgamma inh,NPC1 promoter act,BRCA1 expr up,Menin-MLL TR inh,Giardia killer,Rab9 promoter act,VP16 counter,ELG1 genotox,PKM2 activator,p53 reactivation
Cc1ccc(NC(=S)Nc2cc(C(=O)O)ccc2N2CC3CC(C2)c2cccc(=O)n2C3)cc1C (configuration not stated),-1%,5µM*,1%,33%,2%,2,-5%,20µM*,0%,0%,9%
O=C(c1cccc(NS(=O)(=O)c2cccc(F)c2)c1)N1CCCC1,1%,nt,-1%,2%,1%,21,-1%,nt,-1%,-5%,nt
O=C(N/N=C/c1ccncc1)c1ccc(NC(=O)c2ccc(Cl)cc2)cc1,2%,-25%,6%,-5%,13%,11,-1%,-18%,?,7%,1%
O=c1[nH]c(Cc2cccs2)nc2scc(-c3ccc(Cl)cc3)c12,-12%,?,25%,76%,nt,-5,25%,-1%,3%,1%,8%
COC(=O)Cc1ccc(NC(=S)NCc2ccc(F)cc2)cc1,-5%,?,-4%,-18%,41%[activator],-2,-1%,?,2%,18%,4%
Cc1cc(-c2csc(NC(=O)c3ccc(=O)n(C)n3)n2)c(C)n1CC1CCCO1 (configuration not stated),-4%,-13%,-1%,-3%,?,33[activator],-1%,0%,-2%,12%,-8%
Cc1ccccc1NC(=O)COC(=O)C1(C)CC1(Cl)Cl (configuration not stated),-19%,26%,2%,-7%,-11%,2,1%,1%,-7%,-19%,2%
CCOc1ccc(NC(=O)Nc2ccc(NC(C)=O)cc2)cc1,-2%,13%,0%,-5%,-6%,12,0%,-6%,12%,11%,3%

New compounds follow
mol,FLuc modulator,RORgamma inh,NPC1 promoter act,BRCA1 expr up,Menin-MLL TR inh,Giardia killer,Rab9 promoter act,VP16 counter,ELG1 genotox,PKM2 activator,p53 reactivation
Cc1ccc(NC(=O)CSc2n[nH]c(-c3ccco3)n2)c(C)c1,?,44%,-4%,1%,-2%,4,-1%,1%,-2%,-1%,-2%
Cc1cc(NC(=O)NC(C(F)(F)F)C(F)(F)F)no1,0%,-8%,1%,10%,17%,27,-1%,7%,2%,0%,0%
CNc1ncc(C(=O)c2ccc(Br)cc2)s1,12µM*,-5%,2.8µM*,117%,14%,14,2µM*,-7%,?,0%,21%
COc1cccc(C(=O)Nc2nnc(CCS(=O)(=O)c3ccc(C)cc3)s2)c1,-5%,-16%,-2%,-3%,nt,-20,6%,6%,-5%,-1%,14%
Nc1cc(N)cc(C(=O)Nc2ccc3c(c2)C(=O)NC3=O)c1,?,-6%,0%,0%,-12%,-1,-6%,-3%,0%,nt,0%
O=C(NCc1cccc(Cl)c1)c1ccc2ccccc2n1,-10%,-23%,0%,6%,9%,-3,2%,-6%,0%,8%,6%
COc1cccc(C(=O)Nc2ccc3[nH]ncc3c2)c1OC,?,11%,?,85%,-2%,-6,?,-6%,?,0%,19%
